# Screening results (PubChem)
# uPA surface inh = cell surface uPA generation inhibition; cell surface uPA generation assay, qHTS; Potency, µM (titrated, usually from 38.3 µM), for the others: top-dose activity change, negative = inhibition, usual class: inhibitors; 330,000 tested, 0.31% active; AID 540303; active = well fitted inhibition curve with a large enough effect; inconclusive = small, poorly fitted or top-dose-only effect; inactive = no such curve, though single readings can be large or run the other way; tested in mouse RAW 264.7 cells; note: potency is the fitted concentration of half-maximal effect; % is set by controls: 0 for no effect and ±100 for the full control effect; nearly all actives have a fitted effect of over 55% in size
# FBPA coupling cs = coupling enzyme interference in Giardia aldolase counter-screen; coupling enzyme system counterscreen, AmpLite Red fluorescence; activity change, negative = inhibition, % at 58.2 µM, hits read low; 290,000 tested, 0.67% active; in the data active = activity change below about -30%; note: % is set by controls: 0 for no effect and ±100 for the full control effect
#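 Fluorescence at 525 nm excitation and 598 nm emission measured inhibition of the coupled detection system without aldolase. Compounds (at 57.5 uM final) were preincubated 10 min at room temperature with coupling enzyme reagent before a 20 min substrate/AmpLite Red step.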
# ELG1 genotox = induces genotoxicity in HEK293T cells with luciferase-tagged ELG1; HEK293T ELG1-luciferase reporter, luminescence, 16 h; Potency, µM (titrated, usually from 46 µM), without a hit: top-dose activity change, positive = activation, hits mostly activators; 330,000 tested, 1.3% active; note: potency is the fitted concentration of half-maximal effect; % of control where 0% means no effect; nearly all actives have a fitted effect of over 60% in size
#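 Genotoxic stress is detected as increased luminescence from luciferase-tagged ELG1 in HEK293T cells, measured with ONE-Glo after a 16 hr treatment at 37 °C.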
# FLuc counter = inhibits or activates purified firefly luciferase, miR-21 counter-screen; Potency, µM (titrated, usually from 57.5 µM), for inactives: at the highest dose activity change, negative = inhibition, most hits filed as inhibitors; purified FLuc, Km substrates, luminescence inhibition; AID 588342; 360,000 tested, 6.9% active; P08659;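 note: potency is the fitted concentration of half-maximal effect; plate controls were vehicle for no effect and reference inhibitor for full effect; nearly all actives have a fitted effect of over 55% in size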
# Target sequence (P08659 whole entry, looked up): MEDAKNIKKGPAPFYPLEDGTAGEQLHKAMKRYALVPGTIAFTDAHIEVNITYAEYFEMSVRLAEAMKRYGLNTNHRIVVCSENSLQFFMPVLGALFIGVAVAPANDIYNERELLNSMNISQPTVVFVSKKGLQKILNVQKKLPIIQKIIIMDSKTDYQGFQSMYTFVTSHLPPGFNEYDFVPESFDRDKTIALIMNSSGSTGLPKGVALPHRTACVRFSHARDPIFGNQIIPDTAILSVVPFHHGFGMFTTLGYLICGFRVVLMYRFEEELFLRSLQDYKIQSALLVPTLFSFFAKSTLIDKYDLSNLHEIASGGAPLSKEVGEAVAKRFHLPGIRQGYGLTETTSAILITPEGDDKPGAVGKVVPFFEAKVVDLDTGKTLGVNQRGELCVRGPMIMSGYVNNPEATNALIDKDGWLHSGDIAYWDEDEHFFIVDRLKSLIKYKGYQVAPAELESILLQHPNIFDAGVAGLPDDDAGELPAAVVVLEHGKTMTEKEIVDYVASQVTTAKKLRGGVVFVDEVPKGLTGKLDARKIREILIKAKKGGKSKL
#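 Purified P. pyralis luciferase, 10 nM final, with Km-level 10 uM D-luciferin and 10 uM ATP in 50 mM Tris acetate pH 7.5, 10 mM Mg acetate, 0.01% Tween-20, 0.05% BSA; 6-point qHTS titration about 60 µM downward; luminescence read.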
# Rab9 promoter act = Rab9 promoter activation; 320,000 tested, 2.8% active; Huh7 Rab9 promoter-luciferase reporter, luminescence, 24 h; AID 485297; Potency, µM (doses to about 9.22 µM), for inactives: at the highest dose activation, negative = inhibition, actives largely listed as activators; note: potency is the fitted concentration of half-maximal effect; % of control where 0% means no effect; nearly all actives have a fitted effect of over 60% in size
#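 Huh7 cells stably carrying Rab9 promoter–luciferase reporter, plated 1500 cells/well, compound added after 2 h and incubated 24 h at 37 °C; luciferase luminescence then read after 10 min with detection reagent.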
# KCNH2 3.1 inh = KCNH2 3.1 (human) potassium channel inhibition; U2OS KCNH2 3.1, thallium flux FluxOr; stronger effect = lower value; activity change, % (tested at about 1.8 µM); 340,000 tested, 0.95% active;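 active = maximum activity change below -70%; inconclusive = maximum activity change from -70% to -50%; inactive = maximum activity change above -50%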;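 note: thallium influx rate constant from kinetic fluorescence after stimulation buffer; % is set by controls: 0 for no effect and ±100 for the full control effect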
#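 Normalized rate constant (relative to positive and negative DMSO controls) derived from a 2 min kinetic fluorescence read after stimulation; U2OS cells expressing the 3.1 isoform via virus at 1.77 x 10^8 /mL.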
# Tb PFK inh = inhibitors of T. brucei phosphofructokinase. T. brucei PFK, ADP-Glo luminescence. O15648. Potency, µM (top dose mostly 57.5 µM), for inactives: top-dose activity, negative = inhibition, actives largely listed as inhibitors. 330,000 tested, 0.17% active. AID 485367;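 note: potency is the fitted concentration of half-maximal effect; 0% = uninhibited 1x PFK enzyme wells and -100% = no-enzyme wells; nearly all actives have a fitted effect of over 60% in size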
#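 PFK 1.25 nM, F6P 0.5 mM, ATP 0.1 mM, 0.1 M TEA pH 8.0, 5 mM MgCl2, 0.01% Tween20, 0.1% BSA; 45 min RT. ADP-Glo readout. qHTS titration up to 57 uM; curves fitted, compounds curve-classed.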
# VP16 counter = Gal4-VP16 reporter inhibition counter-screen; Potency, µM (series often up to 53.6 µM), for the others: at the highest dose activity, negative = inhibition, actives largely listed as inhibitors; 310,000 tested, 3.5% active; AID 2546; Drosophila S2 Gal4-VP16 UAS-luciferase, luminescence, 20 h;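 note: Gal4-VP16 expression switched on by copper sulfate through the metallothionein promoter; potency is the fitted concentration of half-maximal effect; % is set by controls: 0 for no effect and ±100 for the full control effect; nearly all actives have a fitted effect of over 50% in size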
# Giardia killer = kills Giardia lamblia | Giardia lamblia trophozoite viability | activity change, % at 7.66 µM, hits read low | 340,000 tested, 0.15% active | AID 540267; in the data active = activity change below about -80%; inconclusive = between about -30% and that limit;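 note: parasites exposed to compound for two days anaerobically before the ATP read; % is set by controls: 0 for no effect and ±100 for the full control effect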
#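 ATP-content bioluminescence gauges trophozoite survival. Cells (100/well) receive compound and incubate anaerobically for 48 hrs at 37 deg C; detection reagent follows for 15-30 min at room temperature.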
# NPC1 promoter act = activators of NPC1 promoter. 320,000 tested, 2.4% active. Potency, µM (highest dose often 9.22 µM), for inactives: at the top dose activation, actives largely listed as activators. Huh7 NPC1 promoter luciferase reporter, 24 h;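 note: potency is the fitted concentration of half-maximal effect; % of control where 0% means no effect; nearly all actives have a fitted effect of over 60% in size; reporter is driven by a mutant NPC1 promoter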
#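 Huh7 reporter cells (NPC1 promoter driving luciferase) are dosed with compound for 24 h at 37 °C, 5% CO2; luciferase detection reagent is then added and luminescence measured after 10 min at ambient temperature.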
# RORg inh = blocks mouse ROR gamma transcriptional activity; 310,000 tested, 5.4% active; Drosophila S2 Gal4-RORgamma UAS-luciferase reporter, 20 h; AID 2551; Potency, µM (highest dose often 53.6 µM), inactives show top-dose activity change, negative = inhibition, hits mostly inhibitors; P51450; note: potency is the fitted concentration of half-maximal effect; % is set by controls: 0 for no effect and ±100 for the full control effect; nearly all actives have a fitted effect of over 60% in size
# Target sequence (P51450 whole entry, looked up, the tested form may be a part): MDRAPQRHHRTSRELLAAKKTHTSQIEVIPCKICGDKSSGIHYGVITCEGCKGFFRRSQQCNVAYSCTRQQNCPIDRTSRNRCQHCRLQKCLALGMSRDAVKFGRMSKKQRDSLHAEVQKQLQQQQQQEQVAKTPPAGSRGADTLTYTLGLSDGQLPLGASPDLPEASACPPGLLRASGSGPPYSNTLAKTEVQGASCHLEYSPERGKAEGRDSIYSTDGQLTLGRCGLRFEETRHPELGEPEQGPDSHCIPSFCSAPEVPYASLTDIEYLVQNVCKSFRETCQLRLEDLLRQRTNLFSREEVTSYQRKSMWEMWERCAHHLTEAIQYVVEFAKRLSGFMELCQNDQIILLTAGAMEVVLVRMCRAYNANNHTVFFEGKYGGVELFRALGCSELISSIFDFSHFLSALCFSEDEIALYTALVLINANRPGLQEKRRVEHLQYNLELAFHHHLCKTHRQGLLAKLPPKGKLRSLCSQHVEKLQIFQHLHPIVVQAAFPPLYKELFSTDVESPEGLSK
#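 Luciferase reporter read in Schneider cells carrying Gal4-RORγ (mouse) and UAS-Photinus luciferase; cells given compound 1 h before 700 uM copper sulfate induction, then incubated 20 h at ambient temperature.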
# Active calls of the source: *; ? = inconclusive; / = not tested or not shown; & = joins results of further samples; [ ] = remark or other dose. Unless noted, calls come from the whole dose curve; as a rule, active = well fitted curve in the direction sought with a large enough effect; inconclusive = small, poorly fitted or top-dose-only effect, or another doubt; inactive = no such curve, though single readings can be large; an effect the other way counts as inactive or inconclusive.
# Below each compound – ELG1 genotox	Giardia killer	FLuc counter	RORg inh	KCNH2 3.1 inh	Tb PFK inh	Rab9 promoter act	uPA surface inh	FBPA coupling cs	NPC1 promoter act	VP16 counter
> CC(C)Cc1ccccc1S(N)(=O)=O
  2%	36[activator]	-1%	-7%	-4	0%	0%	1%	0	1%	6%
> CCOC(=O)c1c(N)nn(C(=O)C(C)C)c1-c1ccccc1
  -3%	32[activator]	-2%	8%	-8	-4%	-2%	2%	9	4%	-19%
> CCOC(=O)c1ccc(N2C(=O)CC(N3CC(C)OC(C)C3)C2=O)cc1 (stereo unspecified)
  3%	19	3%	6%[0.365 µM]	11	-3%	-5%	1%	3	0%	/
> NS(=O)(=O)c1ccc(NC(=O)CSc2n[nH]c(=O)n2C2CC2)cc1
  3%	0	1%	/	13	9%	0%	9%	/	4%	/
> COc1cc(/C=C2/C(=N)N3C=CSC3=NC2=O)ccc1OCCCOc1ccccc1C
  ?	-9	-7%	4.5µM*	0	-6%	2%	-4%	/	7%	2.8µM*
> O=C(NCc1ccc(F)cc1)c1cc(S(=O)(=O)N2CCCCC2)ccc1N1CCOCC1
  -6%	-19	/	/	1	0%	0%	-9%	/	-1%	/
> CC(C)NC(=O)C(=O)NCCCN1CCOCC1
  0%	-5	-2%	1%	0	0%	-8%	6%	4	-5%	-3%
> O=C(O)CCCC(=O)OCCc1cc2ccccc2c(=O)o1
  3%	6	/	/	1	9%	/	-3%	/	/	/
> CCOC(=O)c1ccc(S(=O)(=O)N2CCN(C(=O)c3cc(=O)c4ccccc4o3)CC2)cc1
  -4%	8	3%	12%	3	3%	-4%	-3%	-3	-2%	-3%
> CC(C)NS(=O)(=O)c1ccc(OCC(=O)NC2CCCCCC2)cc1
  -2%	11	5%	-18%	11	3%	0%	-1%	3	2%	-5%
> COc1ccc(N(CC(=O)O)S(=O)(=O)c2ccccc2[N+](=O)[O-])c(OC)c1
  0%	-4	3%	-6%	-1	-6%	-1%	2%	7	-6%	-14%
> COC(=O)Cn1c(=O)c(=O)n(CC(=O)OC)c2ccccc21
  -12%	-6	0%	-6%	1	-3%	-12%	8%	1	1%	-6%[10 µM]
> CCn1c(SCC(=O)Nc2nnc(C)s2)nnc1C(C)NC(=O)c1ccccc1F (stereo unspecified)
  -2%	9	-1%	-10%	1	-3%	0%	-2%	-2	-1%	-18%
> Clc1ccc(CNC2CCCC2)cc1
  -4%	4	6%	-9%	-2	1%	1%	-21%	3	-6%	11%
> CCc1ccc(N2CC(C(=O)Nc3ccc(C)c(S(=O)(=O)N4CCOCC4)c3)CC2=O)cc1 (stereo unspecified)
  -9%	18	-15%	21%	12	-7%	-19%	-9%	1	-3%	-10%
> CCOC(=O)Cc1csc(NC(=O)c2ccco2)n1
  16µM*	9	?	-2%	10	4%	?	-7%	-1	?	3%
> CC(C)C(=O)N(Cc1cc(=O)[nH]c2ccccc12)c1ccccc1
  0%	-12	1%	-1%	12	4%	-2%	2%	7	3%	12%
> CCCCC(=O)Nc1nnc(SCC(=O)N2CCN(c3ccccc3OC)CC2)s1
  -8%	-2	-3%	-24%	-2	0%	-4%	0%	2	4%	-6%
> O=C(c1ccccc1)N1N=C(c2ccccc2)CC1c1ccccc1O (stereo unspecified)
  -8%	4	0%	4.5µM*	0	2%	1%	0%	-8	-3%	4µM*
> CN1CCN(CC(=O)Nc2nnc(-c3cccs3)s2)CC1
  4%	-4	-2%	0%	11	-4%	-1%	-2%	3	7%	-4%
> O=C(Nc1ccccc1C(=O)N1CCN(c2ccccc2)CC1)c1ccco1
  -2%	6	-1%	4%	-3	3%	9%	-8%	-1	1%	3%
> CC(C(=O)N1CCOCC1)N1c2cccc3cccc(c23)S1(=O)=O (stereo unspecified)
  -1%	10	0%	15%	22	2%	-4%	9%	-7	0%	-2%
> Cc1ccc(S(=O)(=O)NC(=O)Nc2cc(C)on2)cc1
  0%	3	-3%	2%	-11	0%	-10%	-6%	2	-3%	4%
> Cc1ccnc(SCCn2c(N3CCCCC3)nc3c2c(=O)[nH]c(=O)n3C)n1
  0%	/	2%	-8%	/	-4%	-4%	/	-1	3%	1%
> COc1ccc(C(=O)NCC(=O)N=Nc2c(O)n(C)c3ccccc23)cc1OC
  -1%	-7	0%	19%	-7	-4%	-2%	3%	1	3%	-10%
> COc1ccc(C(NC(=O)c2c(F)c(F)c(F)c(F)c2F)c2ccccc2)cc1 (stereo unspecified)
  -12%	-2	3%	3%	-4	7%	-2%	-6%	1	0%	-4%
> CCOc1ccc(NC(=O)C2CCCN(C(=O)Nc3ccccc3)C2)cc1 (stereo unspecified)
  1%	4	-2%	30%	7	1%	-6%	3%	1	0%	1%
> CCn1c(SC(C)C(=O)NC2CCCC2)nc2cc(S(N)(=O)=O)ccc21 (stereo unspecified)
  2%	-21	0%	/	44	0%	-2%	8%	/	0%	/
> CC(OC(=O)CCc1nc2ccccc2c(=O)[nH]1)C(=O)Nc1ncc(Cl)cc1Cl (stereo unspecified)
  1%	?	2%	-18%	-5	1%	0%	3%	0	-8%	-1%
> O=C(/C=C/c1ccccc1)Nc1cccc(S(=O)(=O)Nc2ccccc2F)c1
  -3%	-2	6.7µM*	37%	-2	6.7µM*	-3%	1%	1	-2%	?

# (next part)
# Below each compound – ELG1 genotox	Giardia killer	FLuc counter	RORg inh	KCNH2 3.1 inh	Tb PFK inh	Rab9 promoter act	uPA surface inh	FBPA coupling cs	NPC1 promoter act	VP16 counter
> Cc1ccc(S(=O)(=O)N2CCN(C(=O)CSc3nc4ccccc4o3)C2)cc1
  -7%	-4	2%	?	-4	2%	-1%	-7%	-1	0%	-3%
> COc1ccc2cc3cc(C(=O)Nc4ccc5c(c4)OCO5)oc3nc2c1
  14%	32[activator]	-15%	?	18	-3%	0%	1%	0	-1%	?
> O=C(/C=C/c1ccccc1Cl)c1ccccc(=O)c1O
  -19%	2	?	3.5µM*	-7	-7%	-4%	-6%	2	-2%	5.6µM*
> Cc1cccc(NC(=S)NC(=O)c2cc(-c3ccccc3)nc3ccccc23)c1
  0%	-5	-10%	2µM*	-2	1%	-4%	0%	3	-4%	5.6µM*
> C[C@@]12C(=O)Nc3cc(F)ccc3C(=O)N1[C@H]1c3ccccc3OC[C@@H]1[C@@H]2c1ccccc1
  -3%	-12	-13%	/	-6	6%	-1%	?	/	-1%	/
> COc1ccc(Nc2cc(C)nc3nc(C)nn23)c(OC)c1
  4%	-26	5%	6%	2	-6%	1%	2%	4	0%	8%
> Cc1nc2nc(SCC(=O)N3CCOCC3)nn2c(C)c1Cc1ccccc1
  1%	12	-2%	4%	-8	0%	4%	-3%	2	-2%	14%
> O=C(/C=N/O)NCc1cccnc1
  0%	10	3%	-3%	13	4%	0%	-6%	7	4%	1%
> Cc1cc(C(=O)NCCCC(=O)O)c(C)o1
  0%	1	0%	-1%	-11	1%	10%	-2%	1	2%	-8%
> COc1ccc(-c2csc(Nc3ccccc3)n2)cc1
  2.1µM*	?	3µM*	-22%	-9	1%	1µM*	1%	-5	2.2µM*	2%
> CCOC(=O)c1ccc(N2CCOCC2)c(NC(=O)c2c(-c3ccccc3)noc2C)c1
  9%	12	6%	-8%	-8	0%	-20%	-13%	1	-23%	-12%
> CN(Cc1ccco1)c1ncnc2ccc(-c3ccoc3)cc12
  0%	?	-4%&-2%	?	/	?	1%&-5%	-17%	2	5%&-3%	-20%
> O=[N+]([O-])c1cc([N+](=O)[O-])c(Oc2ccccc2F)cc1NN1CCCCC1
  0%	3	0%	7%	-3	0%	-1%	11%	8	-4%	-1%
> S=c1[nH]nc(-c2ccc(Cl)cc2Cl)n1-c1ccc2c(c1)OCCO2
  9%	2	?	3.5µM*	6	0%	9%	-6%	4	1%	-10%
> CN(Cc1ccccc1)c1nc2c(c(=O)[nH]c(=O)n2C)n1Cc1ccccc1
  1%	4	0%	1%	6	4%	5%	/	5	-4%	-10%
> CC#CCCCC(=O)Nc1cccc(C(=O)O)c1
  12%	-1	24µM*	12%	1	-1%	3.2µM*	3%	-2	?	?
> Cc1cc(-c2nn(C)c(=O)c3ccccc23)cc(C)c1O
  ?	1	-1%	?	19	-12%	-5%	-26%	4	-5%	5%
> O=C1COc2ccc(S(=O)(=O)Nc3cccc(Cl)c3)cc2N1
  -1%	-19	-1%	30%	-7	-13%	-7%	0%	/	-2%	9%
> CCCSc1nc2c(c(=O)n(C)c(=O)n2C)n1C
  1%	18	-2%	-4%	0	13%	-2%	9%	9	2%	15%
> Cc1cc(C)n2nc(C(=O)OCC(=O)NCc3ccccc3)nc2n1
  1%	4	0%	/	4	0%	0%	6%	/	-1%	/
